Tn6 DDE FP: disrupts Tn6 cyclic peptide binding to fibrin D-Dimer-E complex; P02675; Fibrin DD(E) TRITC-Tn6 fluorescence polarization displacement; inhibition, % at 8.3 µM; 370,000 tested, 0.21% active; AID 720509;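 active = inhibition above a per-campaign cutoff: mean of compounds within control limits plus 3 SD, cut at about 15% in these data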;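 note: 0% = median of all compound wells on the plate and 100% = blocking peptide control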
DDE Tn7 FP inh: disrupts Tn7 cyclic peptide binding to fibrin D-Dimer-E complex; P02675; FP displacement of FITC-Tn7 peptide from fibrin DD(E); 0% = median of compound wells per plate; inhibition, % at 8.3 µM; 370,000 tested, 0.13% active; AID 720508;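 active = inhibition above the mean of compounds falling within the control limits plus 3 SD of them, cut at about 14% in these data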;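 note: 0% = plate median of compound wells and 100% = 10 µM Aha-Tn7 peptide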
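Assay system: Human fibrin DD(E) protein | Medium: Tris buffer with calcium and detergent, pH 7.8 | Reagent: 0.1 µM fluorescent Tn7 | Compound dosing: Single point at 8.3 µM | Times: 10 min preincubation, 3 h with tracer, room temperature | Detection: Fluorescence polarization of the labelled Tn7 tracer | Controls: Aha-Tn7 high control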
TDP2 absorb: TDP2 (human) inhibition, absorbance primary screen; O95551; recombinant TDP2, T5PNP hydrolysis, p-nitrophenol absorbance 415 nm; inhibition, % at 12.8 µM; 370,000 tested, 0.34% active;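 active = inhibition above the mean of all tested compounds plus 3 SD, set per campaign, cut at about 25% in these data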;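 note: 0% = DMSO with enzyme and 100% = buffer with substrate but no TDP2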
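Material: recombinant human TDP2; quantity: TDP2 enzyme at 120 nM final; medium: Tris-HCl pH 7.5 with MgCl2; compound: single concentration, 12.8 µM nominal, with 1% DMSO; incubation: 2 h enzyme incubation at 37 °C; signal: epi absorbance; measure: percent inhibition; benchmarks: high control without enzyme, low control DMSO plus TDP2; repeats: singlicate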
ARFGAP1 inh: rat ARFGAP1 inhibition. 360,000 tested, 0.26% active. Arfgap1-stimulated ARF1 GTP hydrolysis, GDP FP detection. inhibition, % at 16.5 µM;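 active = inhibition above a per-plate limit, mean inhibition of low control wells plus 3 SD, cut at about 25% in these data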;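 note: 0% = DMSO wells with enzyme and 100% = wells lacking Arfgap1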
Target sequence (Q62848 1-136 limits assumed): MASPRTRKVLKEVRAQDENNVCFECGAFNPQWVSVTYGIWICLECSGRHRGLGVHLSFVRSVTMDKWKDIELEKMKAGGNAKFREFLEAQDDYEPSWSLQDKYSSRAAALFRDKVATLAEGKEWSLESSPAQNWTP
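Material – truncated rat Arfgap1 GAP domain · Buffer or medium – HEPES-based buffer, pH 7.5 · Reagent – human ARF1(Δ1-17)-GTP substrate · Dosing – 16.5 µM single point, 1.26% DMSO · Schedule – GTP hydrolysis reaction 2 h at 25 °C · Technique – GDP detection by fluorescence polarization · Benchmarks – No-Arfgap1 wells (100%) versus DMSO full-reaction wells (0%) · Repeats – single replicate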
KLK7 zymogen act: activates the human kallikrein-7 zymogen. P49862. purified proKLK7, EDANS-DABCYL substrate fluorescence; 100% is mature enzyme control, 0% vehicle. activation, % at 7 µM. 370,000 tested, 0.9% active;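 active = activation above the mean of all tested compounds plus 3 SD, computed per campaign excluding outliers beyond control limits, cut at about 13% in these data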
Target sequence (P49862 whole entry, looked up): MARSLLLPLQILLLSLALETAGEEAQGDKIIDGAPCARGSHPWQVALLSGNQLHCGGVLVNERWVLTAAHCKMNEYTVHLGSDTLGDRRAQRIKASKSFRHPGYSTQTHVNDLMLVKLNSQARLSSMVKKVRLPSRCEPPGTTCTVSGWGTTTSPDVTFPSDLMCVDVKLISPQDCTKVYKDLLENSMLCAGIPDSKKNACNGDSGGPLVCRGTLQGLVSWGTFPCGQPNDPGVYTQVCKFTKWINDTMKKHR
ASAP1 GAP inh: blocks human ASAP1-stimulated Arf1 GTP hydrolysis; GDP FP detection; inhibition, % at 16.5 µM; 360,000 tested, 0.19% active; AID 624377; in the data active = inhibition above about 25%;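 note: 0% = vehicle with enzyme and substrate and 100% = no enzyme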
Target sequence (Q9ULH1 325-724 limits assumed): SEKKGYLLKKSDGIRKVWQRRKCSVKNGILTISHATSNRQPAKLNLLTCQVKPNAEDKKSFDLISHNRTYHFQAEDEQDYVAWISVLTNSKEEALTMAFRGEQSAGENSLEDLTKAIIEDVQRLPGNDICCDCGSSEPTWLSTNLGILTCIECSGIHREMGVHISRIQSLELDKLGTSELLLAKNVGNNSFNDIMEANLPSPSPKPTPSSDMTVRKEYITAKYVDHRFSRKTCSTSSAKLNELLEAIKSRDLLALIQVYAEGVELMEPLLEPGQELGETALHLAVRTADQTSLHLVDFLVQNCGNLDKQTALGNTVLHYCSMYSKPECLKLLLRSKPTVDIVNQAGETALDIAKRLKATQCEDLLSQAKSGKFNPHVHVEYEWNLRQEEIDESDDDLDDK
LEDGF integ inh: blocks HIV-1 LEDGF/p75-dependent DNA integration; TR-FRET IN-LEDGF/p75 DNA integration, Eu/Cy5; inhibition, % at 3.7 µM; 370,000 tested, 0.64% active;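 active = inhibition above the screen-wide mean plus 3 SD, cut at about 13% in these data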;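 note: signal is the Cy5 over europium emission ratio at 671 and 618 nm; 0% = plate median of compound wells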
ADAM17 inh: inhibitors of human ADAM17. P78536. recombinant ADAM17, EDANS/DABCYL FRET peptide cleavage. inhibition, % at 6.95 µM. 370,000 tested, 0.83% active. AID 720648;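 active = inhibition above the mean of compounds lying between control limits plus 3 SD, set per campaign, cut at about 8.5% in these data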;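 note: 0% = DMSO-only wells as the low control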
ADAM10 inh: inhibits human ADAM10 | 370,000 tested, 0.62% active | AID 720582 | O14672 | recombinant ADAM10, EDANS/DABCYL FRET peptide cleavage, 3 h | inhibition, % at 7 µM;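 active = inhibition above a per-campaign cutoff equal to the mean of compounds falling between control-based bounds plus 3 SD, cut at about 20% in these data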;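 note: 0% = DMSO wells while the 100% control is not disclosed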
PLC-gamma1 inh: inhibitors of human phospholipase C gamma1 | P19174 | purified PLC-gamma1, fluorogenic substrate, fluorescence | 370,000 tested, 0.84% active | inhibition, % at 12.2 µM; in the data active = inhibition above about 9.5%
* hit, by the source's call; i = inactive.

The line under a structure holds: KLK7 zymogen act	TDP2 absorb	ASAP1 GAP inh	DDE Tn7 FP inh	Tn6 DDE FP	PLC-gamma1 inh	LEDGF integ inh	ADAM17 inh	ADAM10 inh	ARFGAP1 inh
> CN(C(=O)c1cccs1)c1ccc(OCC(=O)Nc2ccc(C(=O)O)cc2)cc1
    -0.1	2	-1	0	-3	2	2	-1	4	3
> CC(C)(C)OC(=O)NCCNC(=O)c1cccs1
    -0.2	21	-2	-4	3	3	3	-1	-4	5
> COc1ccc(Cc2c(-c3ccco3)nc3c(C)cc(Br)cn23)c(C)c1
    0.9	2	2	-3	-1	-43	-2	-5	-23	8
> CN1CCN(C(=O)c2ccccc2NC(=O)CCN2C(=O)c3ccccc3C2=O)CC1
    -0.2	-8	6	-6	4	2	-4	2	2	-1
> O=C(COc1ccc(Cl)cc1)N1CCN(C(=O)c2cccc(F)c2)CC1
    0.6	2	-8	3	7	-2	-3	-5	-1	6
> COc1ccc(NC(=S)Nc2cccc3ccccc23)cc1OC
    -7.8	18	-2	0	5	-52	4	-39	-154	11
> S=C(Nc1ccc(Cl)cc1)N(CCCN1CCOCC1)Cc1cccs1
    0.2	-2	-2	-8	3	-1	4	-2	-5	6
> Cc1ccc(Nc2nc(Nc3ccc(C)cc3)nc(SC3=NCCS3)n2)cc1
    -0.2	-7	6	-5	-8	16*	2	9.8*	15	-8
> CC(C)CC(=O)c1c[nH]c(C(=O)NCc2cccnc2)c1
    -0.2	-6	4	-1	2	1	2	-2	12	-16
> CC(C)CCN1C(N(C)C)=NC[C@@H]1C
    -0.2	5	-5	-2	-8	0	2	-2	1	4
> CC(C)c1csc(CN2CCC(n3nccc3NC(=O)Cc3ccccc3)CC2)n1
    -0.3	-3	2	-2	-2	-3	4	1	-4	1
> Cc1cccn2cc(CNC(=O)c3ccc(Br)o3)nc12
    0.3	11	4	-10	1	0	-2	-3	-11	4
> CCN(CC)S(=O)(=O)c1cccc(-c2nnc(SCC(=O)c3cc(C)n(C)c3C)o2)c1
    0.2	-13	-4	-1	-2	-3	0	1	0	-6
> Cc1cc(C(=O)Nc2ccccc2)oc1C
    -0.3	2	6	-1	-2	0	1	-5	-1	1
> O=C(CCc1ccccc1)N1CCN(CCO)CC1
    0.8	-12	10	1	3	4	-2	4	-8	1
> CCOc1ccc(CCNC(=O)COC(=O)c2cccnc2SC)cc1OCC
    -0.1	-5	-3	2	1	-1	-5	-2	-2	6
> Cc1nc(SCC(N)=O)[nH]c(=O)c1Cc1ccc(OC(C)C)cc1
    0.2	-2	6	-6	-7	0	0	-1	0	13
> CC(=Nc1ccccc1)C1=C(O)COC1=O
    0.6	1	-5	3	5	-2	-2	-1	-5	20
> Cc1ccccc1OCCCSc1nc2ccccc2[nH]1
    0.1	3	10	-1	-9	1	-1	8.8*	19	5
> COc1ccccc1N1CCN(C(c2cccs2)C(C)NC(=O)C(=O)N2CCOCC2)CC1 (stereo unspecified)
    0.0	3	2	-1	1	1	1	-3	6	-2
> CCOC(=O)c1ccc(N2CCCCC2)c(NS(=O)(=O)c2ccc(C)cc2)c1
    -0.7	-5	-13	6	-2	-2	-5	4	7	6
> CC(C)C[C@@H](CN=[N+]=[N-])N1CCN(CC(C)C)CCC1=O
    -0.7	1	-9	-6	3	1	0	-5	-8	1
> CCCOc1ccc(S(=O)(=O)N2C(=O)CC(=O)N(Cc3ccc(OCC)cc3)C2=O)cc1
    -0.1	15	-7	-3	-2	-2	0	-1	3	-1
> C=C(C)C(=O)Nc1ccc(OC(F)(F)C(F)F)c(NC(=O)C(=C)C)c1
    0.3	12	10	-5	-9	-1	-1	-2	6	6
> COc1ccc(S(=O)(=O)N2CCCCCC2)cc1N(C)S(=O)(=O)c1ccc(C)cc1
    0.4	6	-6	0	3	2	-1	0	12	-14
> CC(C)OCCCNC(=O)Cn1ccc2cc(S(=O)(=O)N3CCCCC3)ccc21
    0.3	-3	5	-1	-3	-1	-7	-3	-8	-1
> CC(C)n1nnnc1-c1cccc(Cl)c1
    -0.6	-2	-10	6	10	1	0	-4	-5	3
> COC(=O)C1=C(C)N(Cc2ccccc2C(F)(F)F)C(=NCc2ccc3c(c2)OCO3)NC1c1cccc(C(F)(F)F)c1 (stereo unspecified)
    0.3	-6	7	10	-13	2	1	3	5	6
> Cc1oc2c(c(C)cc3oc(=O)c(CC(=O)N[C@@H](C)C(=O)O)c(C)c32)c1C
    8.6	2	-6	9	-6	i	-1	-118	i	-8
> CC(C)N1CCC2(CC1)Oc1ccc(Br)cc1C1CC(c3cccnc3)=NN12 (stereo unspecified)
    0.1	-14	5	-4	-16	-6	-4	-2	-4	6
> C=CCn1c(NC(=O)c2ccc(Br)o2)c(S(=O)(=O)c2ccccc2)c2nc3ccccc3nc21
    3.0	23	11	3	-3	-121	1	-167	-495	18
> COCCCNC(=O)CSc1ccc(Cl)cc1
    -0.8	2	6	-4	4	4	0	0	3	18
> Fc1ccc(-c2nc3ccccc3c3nc4ccccc4n23)cc1
    -0.5	4	-2	3	6	-27	-3	-4	-13	-3
> O=C(C[C@@H]1C/C=C/CCCC(=O)O[C@H](c2ccccc2)CNC1=O)NCCO
    0.9	-9	4	-2	0	4	0	0	6	17
> COc1ccc(/C=C(\C#N)C(=O)Nc2ccc3[nH]c(=O)[nH]c3c2)cc1
    1.0	-9	-4	0	2	-24	1	-36	-101	-1
> O=C(c1ccccc1)N1CCCCC(Sc2nnnn2-c2ccccc2)C1=O (stereo unspecified)
    -0.3	1	0	0	-3	0	3	1	8	11
> O=S(=O)(c1ccc(-c2ccon2)s1)N1CCCC1
    0.2	26*	1	0	7	0	0	-1	-1	-1
> COC(=O)c1ccc(NC(=O)Cc2ccccc2)cc1
    -0.3	10	1	-3	-4	2	-2	-2	1	8
> CC1CCN(c2ccc(/C=N\Nc3nncn3N)cc2[N+](=O)[O-])CC1
    -0.1	79*	-1	0	-7	8	47*	1	6	-4
> Cc1cccc(N(C(=O)c2ccc(CN3CCOCC3)o2)C(C(=O)NC(C)(C)C)c2ccc(F)cc2)c1 (stereo unspecified)
    0.1	-14	11	-5	-1	1	4	2	-8	2
> COC(=O)c1ccc(NC(=O)Cn2nnc(-c3cccs3)n2)cc1
    -0.2	-7	-3	-4	-4	3	-2	3	7	-1
> O=C(Nc1nc(=O)n(C(=O)C2CC2)s1)c1ccccc1
    -0.7	6	-4	-4	5	0	-1	-2	-5	-2
> Cc1cc2oc(=O)cc(CN3CCC(C)CC3)c2c(C)c1Cl
    -0.2	-9	-6	-1	-1	6	2	3	3	3
> Cc1nc2cc3c(cc2s1)OCO3
    0.3	7	-6	4	-3	1	-2	-2	1	-1
> CCOc1ccc(S(=O)(=O)N2CCN=C2Cc2ccccc2)cc1C
    -0.1	10	1	-1	9	0	1	1	3	-8
> O=C(NCC1CCCO1)c1cc([N+](=O)[O-])ccc1N1CCC(Cc2ccccc2)CC1 (stereo unspecified)
    0.7	-13	-19	0	-1	-1	3	2	1	1
> Cc1oc(-c2cccc(Cl)c2)nc1CS(=O)(=O)CC(=O)NCCN1CCCC1
    0.3	-6	-5	5	2	-1	-2	-2	-1	-5
> CC1(C)CC(=O)C(C2NCCc3ccccc32)=C(O)C1 (stereo unspecified)
    -0.1	3	-2	4	-4	-7	1	-9	-7	-1
> COc1cc(NC(=O)c2ccccc2)c(OC)cc1NC(=O)CN1C(=O)N(C)C2(CCCCC2)C1=O
    0.5	0	-8	4	1	-5	0	-1	-5	6
> C/C(=N\N1CCN(C2c3ccccc3-c3ccccc32)CC1)c1cccnc1
    -0.5	-14	-19	1	-9	8	0	-4	-4	9
> N#CCc1c(C#N)c(N)nc(N2CCCC(CO)C2)c1C#N (stereo unspecified)
    -20	2	-10	-7	-6	-122	1	-31	-81	-1
> O=C(c1cc2ccccc2c(=O)o1)N1CCc2ccccc2C1
    0.3	6	6	2	0	-3	0	-9	-18	-4
> O=C(Nc1ccc(NC(=O)C2CCCN2C(=O)OCc2ccccc2)cc1)c1ccco1 (stereo unspecified)
    0.3	16	-8	-2	3	1	3	0	-2	-9
> CCN(CC)S(=O)(=O)c1cc(NC(=O)C(C)OC(=O)c2[nH]c(C)c(C(C)=O)c2C)ccc1C (stereo unspecified)
    0.6	-11	0	5	2	-4	-3	3	11	2
> Cc1ccc(OCC(=O)Nc2ccc3c(c2)OCO3)c([N+](=O)[O-])n1
    -0.5	5	-9	1	-3	0	2	-2	-2	13

Printed as active in PLC-gamma1 inh, of those listed so far:
The line under a structure holds: KLK7 zymogen act	TDP2 absorb	ASAP1 GAP inh	DDE Tn7 FP inh	Tn6 DDE FP	PLC-gamma1 inh	LEDGF integ inh	ADAM17 inh	ADAM10 inh	ARFGAP1 inh
> Cc1ccc(Nc2nc(Nc3ccc(C)cc3)nc(SC3=NCCS3)n2)cc1
    -0.2	-7	6	-5	-8	16*	2	9.8*	15	-8
